Source: PubChem BioAssay
PAX8 inh HTS = inhibitors of PAX8 transcriptional activity in RMG-I cells | RMG-I TPO-luciferase reporter, SteadyGlo, 24 h | inhibition, % at 12.6 µM | 360,000 compounds, 1.2% hits | AID 652154;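 active = mean replicate inhibition at least 60% with every replicate also reaching 60%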;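 note: luciferase light reporting Pax8 driven TPO promoter activity; plate controls were median of neutral control wells for no effect and mitoxantrone controls for full effect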
PglD inh = blocks C. jejuni PglD acetyltransferase activity; purified PglD enzyme, DTNB colorimetric CoA detection; inhibition, % at 12.5 µM; 360,000 compounds, 0.098% hits; AID 602405; in the data active = inhibition above about 16%, passing the limit was not always enough; note: strong numbers were not always called active
C2C12 statin = suppressors of simvastatin-induced myotoxicity in C2C12 myotubes; ATP luminescence, 48 h; scaled: DMSO 0, geranylgeraniol control 100; 330,000 compounds, 0.78% hits; rescue of ATP level, % at 7.49 µM;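 active = mean ATP rescue above about 67%, or every replicate alone reaching that limit, limit read from the data, passing the limit was not always enough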;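 note: myotubes were challenged with 10 µM simvastatin during compound exposure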
LGR2 inh = inhibitors of bursicon-induced Drosophila LGR2 receptor cAMP signaling; AID 720647; 380,000 compounds, 0.35% hits; HEK293 LGR2, CRE-luciferase, bursicon-stimulated, 4 h; inhibition, % at 9.99 µM;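 active = drop in luminescence signal, shown as inhibition above about 50% in the replicate tests, limit read from the data, passing the limit was not always enough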;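 note: agonist challenge used bursicon conditioned medium at about half maximal strength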
ARNT TACC3 PPI = disruptors of human ARNT/TACC3 interaction | AlphaScreen His-ARNT PAS-B/GST-TACC3 binding, luminescence; TACC3 fragment carries E629A point mutation | inhibition, % at 9.99 µM | 390,000 compounds, 0.66% hits;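 active = mean inhibition of replicates at least 50% and at least half of replicates each reaching 50%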;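 note: 0% = complete ARNT plus TACC3 wells and 100% = ARNT alone without TACC3; many hits fall short of the cut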
Cneo AK release = Cryptococcus neoformans lysis via adenylate kinase release; C. neoformans lysis, adenylate kinase release luminescence, 4 h; normalised: neutral wells 0, clomiphene wells 100; lysis activity, % at 15 µM; 360,000 compounds, 0.2% hits; AID 651654;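 active = mean lysis activity across replicates of at least 80%, whatever share of replicates individually reach that level; inactive = mean lysis activity below 80%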
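Assay system: log-phase C. neoformans yeast / Quantity: yeast cell density of 5 × 10^6 cells/mL / Medium: fresh YPD growth medium / Compound: single dose / Timing: static 4 h at 37 °C with compound, 1 h detection / Measured by: adenylate kinase release luminescence / Read-out: lysis from increased AK signal / Benchmarks: Clomiphene as positive lysis control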
PGC1a acetyl inh = modulators of PGC1a acetylation; U2OS PGC1a acetylation, AlphaScreen anti-acetyl-lysine; with virally co-expressed GCN5 acetyltransferase; inhibition, % at 15.6 µM; 350,000 compounds, 0.17% hits; AID 651687;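 active = every replicate shows inhibition of at least 40%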;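 note: 0% = neutral control wells and 100% = positive control wells; some results beyond the cut were filed as inactive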
GSIS activator = primary screen for activators of insulin secretion dependent on glucose, INS-1E cells, GLuc reporter luminescence. INS-1E GLuc reporter insulin secretion, 2-3 h. AID 743287. 370,000 compounds, 0.61% hits. activation, % at 16.6 µM;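 active = lowest replicate activation of at least 40%, so every replicate reaches that level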;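 note: 0% = median of neutral control wells and 100% = median of IBMX positive control wells; some compounds called inactive have numbers as strong as hits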
Active calls of the source: *; nt = not tested or not shown; & = joins results of further samples.

Compound	PAX8 inh HTS	PglD inh	C2C12 statin	LGR2 inh	ARNT TACC3 PPI	Cneo AK release	PGC1a acetyl inh	GSIS activator
CC(C(=O)N1CCCCC1)n1ncn2cccc2c1=O (stereo not drawn)	nt	0	-2	nt	-2	2	-3	nt
COCCNC(=O)c1cc(C)ccc1C	5	-4	7	nt	6	5	-14	5
O=C(NNC1=NCCC1)C1CC1	-6	-2	nt	nt	-31	1	nt	10
CC(C)C1=NN(C(=O)c2cccnc2)C(O)(C(F)(F)F)C1 (stereo not drawn)	nt	-2	6	4	-11	0	-8	2
Cn1c(SCC(=O)NC2CCCCCC2)nnc1-c1ccco1	11	3	nt	-10	2	-3	nt	13
CC(=O)O[C@]1(C(C)=O)CC[C@H]2[C@@H]3C=C(Cl)C4=CC(=O)CC[C@]4(C)[C@H]3CC[C@@]21C	32	-1	3	5	-8	-2	10	nt
CCCNC(=O)Nc1ccc2c(c1)C(=O)N(C)C[C@@H](OC)[C@H](C)CN(Cc1ccccc1)[C@H](C)CO2	nt	nt	-11	2	nt	nt	-23	-21
C[C@H]1CN([C@@H](C)CO)S(=O)(=O)c2ccc(C#CC3CCCC3)cc2O[C@@H]1CN(C)C(=O)C1CC1	nt	2	-14	-6	0	-1	11	-11
C[C@H](CO)N1C[C@H](C)[C@@H](CN(C)S(=O)(=O)c2cn(C)cn2)Oc2ccc(N(C)C)cc2CC1=O	-14	5	3	-19	3	-1	-18	15
COC(=O)C1=C(C)N(Cc2ccccc2)C(=NCc2ccc3c(c2)OCO3)N[C@H]1c1ccccc1	2	0	-20	nt	2	12	-5	nt
C=CCN1C(=O)[C@]2(c3ccccc31)C1CCCC=C1C(C#N)=C(N)C2(C#N)C#N (stereo partly drawn)	25	3	-7	nt	-9	0	nt	nt
CCOC(=O)C1=CC[C@H]2c3c(c4ccccc4n3C)C(=O)C1N2C	7	-3	5	17	1	0	5	-8
O=C(CSc1nc2sc3c(c2c(=O)n1-c1ccccc1)CCCC3)NCc1ccco1	6	10	7	-6	2	3	-14	2
COC(=O)c1ccccc1C(=O)c1ccc2c(c1)NC(=O)CO2	2	-5	-3	16	-5	12	-9	-3
C[C@H]1CN([C@@H](C)CO)S(=O)(=O)c2ccc(C3=CCCC3)cc2O[C@@H]1CN(C)C(=O)CN(C)C	nt	3	6	5	11	1	-6	-1
COc1ccc(CCNC(=O)Cn2nnc(C(=O)Nc3ccc(Br)cc3)c2N)cc1OC	-15	-3	-1	-3	-6	-4	7	11
O=C(N[C@@H](Cc1ccc(O)cc1)C(=O)O)c1ccncc1	-11	-3	-10	12	-13	0	1	-2
Cc1noc(C)c1S(=O)(=O)Nc1ccc2c(c1)C(=O)N([C@@H](C)CO)C[C@H](C)[C@@H](CN(C)C(=O)Nc1cccc3ccccc13)O2	nt	-4	21	25	6	1	-8	31
CC(C)CN1CCC(=O)N([C@H](CSc2ccccc2)Cc2ccccc2)CC1	-12	1	-9	5	1	-1	-3	-2
Cc1nnc(SCc2cc(=O)oc3ccc4ccccc4c23)n1Cc1ccccc1	17	nt	nt	16	-4	nt	nt	0
CN(C)C(=O)C[C@@H]1C=C[C@@H](NS(=O)(=O)c2ccccc2)[C@H](CO)O1	-15	0	5	-3	-3	1	4	6
CCOc1ccc(Nc2oc(-c3ccc(Cl)cc3)nc2C#N)cc1	nt	0	2	nt	-1	2	-62	73*
COc1ccc(C2CC(c3ccc(Br)cc3)=NN2C(=S)Nc2ccccc2)cc1 (stereo not drawn)	123*	1	7	-49	-5	-2	-10	6
O=C(NCc1cn2ccsc2n1)c1cccs1	-32	-3	1	-2	-7	-1	-4	nt
COc1ccccc1C(=O)N=C1SC2CS(=O)(=O)CC2N1c1ccccc1 (stereo not drawn)	0	2	10	-32	1	3	-1	1
COC(=O)c1ccc(N2CCCCC2)c(N)c1	-119	11	-1	-40	-2	2	-18	-6
CCc1nc2ccc(C(=O)Nc3cccc(NS(C)(=O)=O)c3)cn2c1N(C)C(=O)Cc1ccccc1	-3	4	-1	6	nt	0	-4	-1
C[C@@H]1CN([C@H](C)CO)S(=O)(=O)c2ccc(-c3cccnc3)cc2O[C@@H]1CN(C)Cc1cccnc1	nt	nt	-9	-7	nt	nt	7	20
COc1ccc(-c2sc3cc4c(cc3c2C#Cc2cncn2C)OCO4)cc1	10	-6	-41	-17	4	0	4	15
O=C(NCc1ccc(F)cc1)C1CC(=O)N(C2CCCC2)C1 (stereo not drawn)	-7	1	4	-7	nt	-1	-1	4
Cc1ccc(S(=O)(=O)N2CCC(C(=O)NCC3CC3)CC2)cc1	-12	-4	44	-3	5	6	0	4
CC1CCCN(C(=O)C2CCN(C(=O)Nc3ccccc3)CC2)C1 (stereo not drawn)	-13	1	13	12	nt	-2	4	-4
CO[C@H]1CN(C)C(=O)c2ccc(NS(=O)(=O)c3ccc(C)cc3)cc2OC[C@@H](C)N(C(=O)NC(C)C)C[C@@H]1C	nt	nt	5	-1	nt	nt	1	-24
Cc1cc(C)c(OCCCNC2CCCC2)c(Br)c1	18	-4	12	3	-1	-2	nt	-3
CCN(C(=O)COC(=O)/C(=C/c1ccccc1)n1nnnc1C)C1CCCCC1	27	-1	36	17	0	0	nt	-42
CCn1c(CNC(=O)C23CC4CC(CC(C4)C2)C3)nnc1SC	0	nt	nt	14	-5	nt	-10	-2
Cc1noc(C)c1S(=O)(=O)Nc1ccc2c(c1)CC(=O)N([C@@H](C)CO)C[C@@H](C)[C@@H](CN(C)C(=O)Nc1ccc(C(F)(F)F)cc1)O2	5	2	54	0	3	-1	15	-27
COc1ccc(S(=O)(=O)N2CCCCC2c2cc(C(=O)Nc3ccc4c(c3)OCO4)no2)cc1 (stereo not drawn)	19	3	-11	0	nt	0	-27	-3
COc1ccccc1CNC(=O)C[C@H]1CC[C@H](NC(=O)CC2CC2)[C@H](CO)O1	-18	-2	-2	10	-7	-2	1	0
CC1CCN(c2ccc(NC(=O)c3cccnc3)cc2)CC1	-108	-4	2	nt	24	-3	-10	nt

A section from the list above, as a working copy:
Compound	PAX8 inh HTS	PglD inh	C2C12 statin	LGR2 inh	ARNT TACC3 PPI	Cneo AK release	PGC1a acetyl inh	GSIS activator
CCn1c(CNC(=O)C23CC4CC(CC(C4)C2)C3)nnc1SC	0	nt	nt	14	-5	nt	-10	-2
Cc1noc(C)c1S(=O)(=O)Nc1ccc2c(c1)CC(=O)N([C@@H](C)CO)C[C@@H](C)[C@@H](CN(C)C(=O)Nc1ccc(C(F)(F)F)cc1)O2	5	2	54	0	3	-1	15	-27
COc1ccc(S(=O)(=O)N2CCCCC2c2cc(C(=O)Nc3ccc4c(c3)OCO4)no2)cc1 (stereo not drawn)	19	3	-11	0	nt	0	-27	-3

The list goes on:
Compound	PAX8 inh HTS	PglD inh	C2C12 statin	LGR2 inh	ARNT TACC3 PPI	Cneo AK release	PGC1a acetyl inh	GSIS activator
CO[C@H]1CN(C)C(=O)c2ccc(NS(=O)(=O)c3cccc(F)c3)cc2OC[C@H](C)NC[C@H]1C	nt	0	-19	-2	-6	1	2	9
COc1ccccc1C(=O)NS(=O)(=O)c1ccc(C)cc1	-3	1	4	2	-6	-1	20	8
CC1CC(C)CN(C(=O)c2ccc3c(c2NCCO)C(=O)c2ccccc2C3=O)C1 (stereo not drawn)	nt	-4	-28	nt	31	0	-17	nt
Cc1cc2c(C)nc3ccccc3c2o1	nt	6	-2	nt	-2	-1	-11	nt
O=C(NNC(=O)C1CCN(S(=O)(=O)c2ccc(Cl)cc2)CC1)c1ccccc1	25	-4	nt	-4	-8	0	-7	1
CC(C)(C)CN1CCC(n2nccc2NC(=O)c2ccccc2Cl)CC1	-3	2	-5	-18	-1	2	nt	8
Cc1ccc(NC(=O)C2CCCN2C(=O)OCc2ccccc2)cc1F (stereo not drawn)	7	8	6	-3	6	-2	nt	6
Cc1ccsc1C(=O)NNC(=S)NC1CCCCC1	-52	4	2	2	-2	1	nt	-9
Cc1cc(C)nc(N2CCN(c3nc(-c4ccccc4)nc4c3oc3ccccc34)CC2)n1	-27	nt	nt	-7	5	nt	4	32
COc1ccc(NC(=O)CSc2nncn2C)c([N+](=O)[O-])c1	nt	nt	nt	-2	-2	nt	3	13
CCCCN1C(=N)N([C@@H](C)CN2CCC[C@H]2CN2C(N)=NC[C@H]2C(C)C)C[C@H]1[C@H](C)CC	12	0	5	-9	-3	2	nt	17
Cc1ccc(S(=O)(=O)N2CCC(NC(=O)OC(C)C)CC2)cc1	4	nt	nt	5	-1	nt	9	-18
O=C(Nc1cccc(NC(=O)c2ccccc2[N+](=O)[O-])c1)c1ccccc1Cl	-26	-1	-2	10	-25	-1	11	4
COc1ccccc1S(=O)(=O)N1C[C@@H]2N[C@H](C1)C2c1ccc(-c2cccc(C)c2)cc1 (stereo partly drawn)	9&5	nt	nt	-2&-2	nt	nt	-3&-17	-7&30
Cc1cc(C)cc(-n2c(=O)c3ccccc3n(CC(=O)NCC3CCCO3)c2=O)c1 (stereo not drawn)	-20	-2	24	3	-5	3	2	4
CCOC(=O)C1=C(O)C(=O)N(c2ccc(S(N)(=O)=O)cc2)C1c1ccc(OC)cc1OC (stereo not drawn)	nt	-11	12	nt	1	4	4	nt
COc1cccc(C2CCCCN2Cc2nc(-c3ccc(C)o3)oc2C)c1 (stereo not drawn)	12	3	-5	nt	-1	4	4	27
O=C(NNc1ncc(C(F)(F)F)cc1Cl)c1ccc(Cl)c(Cl)c1	5	5	nt	nt	-39	8	-2	nt
CCO/C=C1/C(=O)N(c2ccc(OC)cc2)C(=O)c2ccccc21	-1	-1	4	nt	-2	0	nt	-11
C=C(C)C(=O)Nc1cccnc1Oc1ccc(F)cc1	-17	-3	4	nt	0	2	14	nt
O=C(Nc1cccnc1Cl)c1ccc(Cl)c([N+](=O)[O-])c1	2	nt	nt	-6	-24	nt	nt	11
COc1ccc(NC2CCCN(C(=O)CSc3ccncc3)C2)cc1 (stereo not drawn)	12	0	6	-11	3	0	nt	6
CC(=O)c1cccc(S(=O)(=O)NCC(c2ccco2)N2CCCCC2)c1 (stereo not drawn)	-12	-2	-1	nt	-5	-21	5	nt
O=C(Nc1cccc(S(=O)(=O)N2CCOCC2)c1)C1=NN(c2ccccc2)C(=O)CC1	-6	1	8	-4	-2	3	-4	-7
